Bioassay records deposited in PubChem BioAssay by several laboratories.
CF NFkB inh: inhibitors of PAF-induced NF-kB signaling, primary screen, cell-based, GFP fluorescence, uHTS; KKLEB NF-kB-GFP reporter, GFP fluorescence overnight; inhibition, % at 5 µM; 0.86% of 360,000 active;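 active = at least 50% inhibition at 5 µM, scaled per plate between neutral and stimulator controls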;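 also: PAF is a Pseudomonas aeruginosa culture filtrate used as stimulus; plate controls were PAF-stimulated DMSO wells for no effect and unstimulated DMSO wells for full effect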
TRPM1 prom inh: inhibitors of MITF-dependent TRPM1 promoter reporter, primary screen, cell-based, SK-MEL-5, single point, luciferase | SK-MEL-5 TRPM1 promoter luciferase, 24 h | AID 488899, 2010 | inhibition, % at 12.5 µM | 0.83% of 330,000 active;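 active = mean inhibition across replicates of 60% or more, whatever share of single replicates reaches that level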; also: values of inactives mirror those of a sister screen read the other way
KKLEB tox: cytotoxicity in KKLEB CF airway cells, primary screen, cytotoxicity control for CF NF-kB inhibitor project, cell-based, uHTS, fluorescence assay plates; AID 602141, 2011; activity change (cytotoxicity), % at 5 µM; KKLEB CF airway cells viability, ATPlite luminescence, overnight; active compounds read low; cells stimulated with P. aeruginosa culture filtrate; 0.36% of 360,000 active;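 active = corrected activity change at or below -50% at 5 µM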
HIF-2a block: HIF-2a reporter inhibitors, primary screen, luminescence, 786-0 RCC cells; 786-0 RCC cells HIF-2a reporter, luciferase luminescence, overnight; inhibition, % at 18.8 µM; 0.72% of 360,000 active; AID 624352, 2012;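 active = inhibition of the luminescence signal of 40% or more relative to plate controls, in a single-dose primary screen at 18.75 µM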
NR2E3 ag-1: inhibitors of NR2E3-RetCOR corepressor binding, primary screen, NR2E3 agonist project, biochemical, TR-FRET, GST-NR2E3, biotin-RetCOR; AID 2300, 2010; 1536-well; 0.12% of 320,000 active; Photoreceptor-specific nuclear receptor (Homo sapiens), Q9Y5X4; inhibition of corepressor binding, % at 4.78 µM;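 active = percent inhibition above the cutoff of mean plus 3 SD of all tested compounds, set per screening campaign, cut at about 20% in these data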;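 also: 0% = DMSO wells and 100% = biotin wells as full block of FRET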
Target sequence (Q9Y5X4 whole entry, looked up): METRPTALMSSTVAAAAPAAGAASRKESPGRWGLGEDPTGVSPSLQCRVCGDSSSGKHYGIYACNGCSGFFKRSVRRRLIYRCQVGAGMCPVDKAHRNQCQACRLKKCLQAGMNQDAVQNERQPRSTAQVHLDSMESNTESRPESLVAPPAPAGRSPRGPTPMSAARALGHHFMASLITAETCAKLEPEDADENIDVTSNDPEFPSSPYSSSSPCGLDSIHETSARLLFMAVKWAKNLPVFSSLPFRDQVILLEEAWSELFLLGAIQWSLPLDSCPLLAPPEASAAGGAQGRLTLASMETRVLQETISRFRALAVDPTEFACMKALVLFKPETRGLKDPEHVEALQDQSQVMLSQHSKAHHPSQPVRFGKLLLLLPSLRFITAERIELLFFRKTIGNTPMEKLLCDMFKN
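System: GST-tagged NR2E3 plus biotinylated RetCOR corepressor; Buffer or medium: pH 7.5 Tris-based buffer; Probe or stimulus: RetCOR corepressor, biotinylated, 7 nM; Doses: compound at 4.8 µM, single dose; Schedule: 5 h incubation at 4 °C; Technique: time-resolved FRET; Evaluation: percent inhibition of TR-FRET ratio; Replication: one well per compound, singlicate testing.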
C8 TRAIL sens: viability loss with TRAIL in NB7+C8 cells, primary screen, TRAIL sensitizer project, cell-based, ATPlite luminescence. inhibition (viability loss, TRAIL sensitization), % at 10 µM. 1% of 360,000 active;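 active = compounds causing at least 50% loss of cell viability in the single-dose screen, relative to plate controls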
NR2E3 ag-2: NR2E3 agonists in two-hybrid cells, primary screen, cell-based, luminescence, CHO-S, Gal4-NCOR/VP16-NR2E3; AID 602229, 2012; 0.35% of 360,000 active; inhibition of corepressor binding, % at 3.98 µM; luciferase;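 active = inhibition above the mean of all tested compounds plus 3 SD, cut at about 70% in these data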;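 also: 0% = DMSO with NR2E3 transfected cells and 100% = cells lacking NR2E3 construct; higher means lower luciferase signal from less NR2E3 corepressor binding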
Peg3 prom inh: Peg3 promoter-driven luciferase inhibitors, primary screen, cell-based, HeLa, luciferase luminescence; HeLa PEG-Prom luciferase reporter, overnight; 1.7% of 360,000 active; inhibition, % at 20 µM;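 active = inhibition of at least 50% at 20 µM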
hiPSC survival: enhancers of single-cell hiPSC survival, primary screen, ATPlite luminescence; 100% = ROCK inhibitor wells, 0% = DMSO; survival enhancement, % at 20 µM; 0.044% of 360,000 active; AID 602274, 2012; in the data active = survival enhancement above about 18%;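 also: cells exposed to compounds for 16 hours before the ATP read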
LMP1 NFkB inh: EBV LMP1-driven NF-kappaB luciferase reporter inhibitors, primary screen, cell-based, luminescence, single point; LMP1-induced NF-kappaB luciferase reporter cells; inhibition, % at 12.5 µM; 0.69% of 350,000 active; AID 504558, 2011; in the data active = inhibition above about 41%;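 also: 0% = neutral control wells and 100% = reference inhibitor control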
Shn3 inh set2: reduction of Shn3 3'UTR firefly luciferase signal, primary screen, Schnurri-3 inhibitor project, cell-based, Clone20 osteoblasts, set 2; 0.52% of 360,000 active; inhibition, % at 12.5 µM; Clone20 osteoblast Shn3 3'UTR firefly luciferase, 24 h;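 active = mean inhibition of at least 75% with every replicate also reaching 75%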;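 also: 0% = median of neutral control wells and 100% = pilot-screen positive control compound; some compounds past the cut are filed as inactive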
* hit, by the source's call; . = no result given. Some of the compounds tested. The share of hits here may be higher or lower than overall.

canonical_smiles	CF NFkB inh	TRPM1 prom inh	KKLEB tox	HIF-2a block	NR2E3 ag-1	C8 TRAIL sens	NR2E3 ag-2	Peg3 prom inh	hiPSC survival	LMP1 NFkB inh	Shn3 inh set2
CCOC(=O)C1=C(C)OC(N)=C(C(=O)OCC)C1c1ccncc1 (stereo not given)	7	12	-2	19	0	3	-24	0	-2.1	2	-8
CCc1nc2nc(C)cc(Nc3cccc(C(F)(F)F)c3)n2n1	-4	8	-4	11	-5	-1	-14	5	-2.5	-2	5
CN(CC(=O)Nc1ccccc1C(F)(F)F)C(=O)CSCc1ccc(Cl)c(Cl)c1	18	-7	-4	5	-1	0	19	4	-0.4	3	-24
CCCC(=O)Nc1cc(C(=O)O)ccc1Sc1ccccc1	-7	2	-9	14	2	2	3	5	6.6	0	-14
Cc1sc2ncnc(SCC(=O)NC(=O)NCc3ccco3)c2c1C	10	-1	1	6	-4	-15	1	24	-1.1	15	-30
CCOC(=O)N1CCC(N(CCN(C)C)C(=S)Nc2cccc(Cl)c2)CC1	13	-11	-3	3	1	1	-1	8	0.2	1	21
COc1ccc(-n2ccnc2SCC(=O)NO)cc1	-4	1	-10	6	1	-6	15	-7	-0.4	-2	-26
CCOc1cc(/C=C2/NC(=O)N(CC(=O)Nc3cccc(C)c3)C2=O)ccc1OC	2	9	-12	29	-2	7	-4	27	-5.6	-18	-2
O=C(NC12CC3CC(CC(C3)C1)C2)c1cccc([N+](=O)[O-])c1	-12	7	-3	6	4	-7	3	8	-0.6	-3	7
CCOc1ccc(/C=C2\C(=O)c3ccccc3OC2c2ccccc2)cc1 (stereo not given)	4	-8	-7	-49	-1	5	-4	-33	-2.4	-7	6
C=CCOc1c(Cl)cc(CNCCC)cc1Cl	-12	7	-3	12	-2	1	-8	7	2.0	4	2
CSc1ncccc1C(=O)NNC(=O)c1ccc(NS(=O)(=O)c2cccs2)cc1	-5	-1	2	-7	1	6	-4	5	0.1	0	-14
O=C(Nc1ccc(N2CCCCC2)c(Cl)c1)c1ccc2c(c1)OCCO2	8	-33	10	-201	2	22	-122	-189	-0.2	-19	-21
O=C(NCc1ccccc1)c1cc[n+](Cc2ccccc2)cc1	3	0	3	12	2	10	26	8	0.1	1	-8
CC(C)c1ccc(NC(=O)CSc2nc3ccsc3c(=O)n2CCC(=O)O)cc1	-24	3	15	1	2	-28	10	-4	0.2	1	13
COc1ccc(C(=O)O/N=C(\N)c2ccccc2Cl)cc1OC	-3	-28	16	-92	-3	78*	-54	-79	-0.2	-6	-44
C=C(C)Cn1c(-c2ccncc2)n[nH]c1=S	15	2	0	15	1	-3	7	-2	0.4	-5	-8
CS(=O)(=O)NCc1ccc(C(=O)NCCOc2ccccc2)cc1	-17	-45	8	-214	-4	-1	-72	-151	-0.5	-13	-4
CC1CC(C)(C)NC(=S)N1CC(=O)N1CCN(Cc2ccc3c(c2)OCO3)CC1 (stereo not given)	-3	5	8	10	0	-7	-19	21	0.3	-1	14
COc1ccc(-c2c(C)nn3c(N4CCOCC4)cc(C)nc23)cc1OC	9	11	-6	16	.	1	15	16	-0.3	-1	1

A different layout for some results above:
Sequence of screens: CF NFkB inh | TRPM1 prom inh | KKLEB tox | HIF-2a block | NR2E3 ag-1 | C8 TRAIL sens | NR2E3 ag-2 | Peg3 prom inh | hiPSC survival | LMP1 NFkB inh | Shn3 inh set2
- CCc1nc2nc(C)cc(Nc3cccc(C(F)(F)F)c3)n2n1
 : -4 | 8 | -4 | 11 | -5 | -1 | -14 | 5 | -2.5 | -2 | 5
- CN(CC(=O)Nc1ccccc1C(F)(F)F)C(=O)CSCc1ccc(Cl)c(Cl)c1
 : 18 | -7 | -4 | 5 | -1 | 0 | 19 | 4 | -0.4 | 3 | -24
- CCCC(=O)Nc1cc(C(=O)O)ccc1Sc1ccccc1
 : -7 | 2 | -9 | 14 | 2 | 2 | 3 | 5 | 6.6 | 0 | -14

More structures follow:
canonical_smiles	CF NFkB inh	TRPM1 prom inh	KKLEB tox	HIF-2a block	NR2E3 ag-1	C8 TRAIL sens	NR2E3 ag-2	Peg3 prom inh	hiPSC survival	LMP1 NFkB inh	Shn3 inh set2
COC(=O)C1=NN(c2ccc(C)cc2)C2(S1)SC(C(C)=O)=C(C)N2c1ccccc1 (stereo not given)	-7	10	5	17	-1	-2	-7	15	-1.0	6	8
CC1Cc2ccccc2N1C(=O)CSc1ccccn1 (stereo not given)	-32	.	4	-170	.	3	-20	-104	0.5	-10	-19
Nc1c(C(=O)O)cnn1-c1ccc([N+](=O)[O-])cc1	11	0	-5	18	2	-12	18	2	-0.6	-10	-8
O=c1[nH]cnc2c1nnn2Cc1ccccc1	-4	1	-8	9	3	-4	-17	7	-0.5	1	-3
O=C(O)CC(=O)Nc1ccccc1	-3	8	3	18	-2	-15	-23	-1	2.4	-1	-10
O=C(O)CCC(=O)NCc1cn(-c2ccccc2)nc1-c1cccc(Br)c1	11	-1	5	14	-1	-3	1	-6	-0.5	-2	-10
COc1ccc(CCNC(=O)C(C(=O)c2ccc(F)cc2)n2ccccc2=O)cc1OC (stereo not given)	-10	-1	14	7	3	-4	4	11	1.2	-6	-3
CCOC(=O)c1cc(-c2ccncc2)nc2c1c(C)nn2-c1ccccn1	-92	-19	-19	22	0	18	-3	19	12	0	15
CCC(C(=O)NC(C)(C)C)N(Cc1ccc(OC)cc1)C(=O)c1snc(C(N)=O)c1N (stereo not given)	-29	.	11	1	.	-11	-4	1	-5.9	1	2
Cc1cc(NC(=O)COC(=O)CCC(=O)c2ccc(F)cc2)no1	-4	3	5	10	2	-12	3	-2	4.0	-7	0
COc1cccc(/C=N\NS(=O)(=O)c2ccccc2)c1OC	-38	9	-17	7	1	2	-12	17	-0.5	-3	6
C/C(CC1CC2=C(CC1(C)C)C(C)(C)CCC2)=N\NC(N)=S (stereo not given)	-15	-8	16	-100	-3	-7	-28	29	-2.4	-14	-13
Cc1ccc(S(=O)(=O)N2CCOCC2)cc1NC(=O)COC(=O)c1ccco1	2	.	6	4	.	-30	-11	5	1.1	-4	-27
O=S(=O)(c1ccc(Br)s1)N1CCN(c2ccccc2)CC1	-2	-1	4	12	-2	5	16	13	-0.9	11	-34
CCCc1cc(C(=O)Nc2nccs2)cs1	-5	-97	-12	-137	-3	41	-79	-238	-3.2	-15	-20
CC1(C)C(=O)C=CC(=O)C(C)(C)C(=O)C=CC(=O)C(C)(C)C2=CC=C(O2)C(C)(C)C(=O)C=CC1=O	46	92*	-9	2	.	16	-23	106*	-3.4	-12	9
CCOC(=O)c1cccc(NC(=O)Nc2cc(OC)ccc2OC)c1	1	1	-6	-66	2	-11	-6	-1	-2.6	11	12
CCCCN(Cc1ccccc1)C(=O)C1CCC(=O)N(CCc2ccccn2)C1 (stereo not given)	-13	-6	2	4	1	0	-20	11	-0.6	7	2
CCC(C)NC(=O)Cn1cc(S(=O)(=O)N2CCN(c3ccccc3F)CC2)c2ccccc2c1=O (stereo not given)	4	5	6	11	3	-8	0	12	1.0	-9	14
Cc1ccc(S(=O)(=O)C2(S(=O)(=O)c3ccc(C)cc3)CCCC2)cc1	10	7	-20	13	-2	1	-143	11	3.0	17	-22
CCOC(=O)CSc1nc2sc3c(c2c(=O)[nH]1)CCCC3	-14	6	1	17	-1	-6	-17	7	4.3	4	-12
C[n+]1ccccc1/C=C/c1ccccc1Cl	17	6	-12	15	.	-4	-26	32	-0.7	-3	-3
COc1ccc2nc(NCCCNC(=O)c3cc(OC)c(OC)c(OC)c3)c(C#N)cc2c1	2	9	-15	-2	2	8	6	-10	0.4	2	-8
CC(C)OCCCNC(=O)CNC(=O)c1ccc(Cl)c(Cl)c1	-3	18	9	13	-1	-7	-16	15	-0.6	-9	5
C[C@H](CO)N1C[C@H](C)[C@@H](CN(C)C(=O)Nc2ccc(C(F)(F)F)cc2)Oc2c(NC(=O)Cc3ccccc3)cccc2C1=O	7	7	-3	18	.	6	19	-12	-1.3	0	16
Brc1ccc(N=C(c2ccccc2)c2ccncc2)cc1	-12	-13	9	25	-3	-5	-6	9	-1.3	-16	-35
COc1ccccc1N1CCN(C(=O)COc2cc(C)ccc2C)CC1	12	-8	-2	15	1	22	-16	8	-0.8	-4	-18
CCCCCn1c(N2CCN(c3cccc(Cl)c3)CC2)nc2c1c(=O)[nH]c(=O)n2C	18	-4	-13	9	-1	-11	-15	-3	6.0	-15	83
CC(C)(C)c1ccc(OCc2ccc(C(=O)NN)o2)cc1	-19	-61	12	-116	3	31	-172	-257	-0.5	-30	-38
Cc1ccc(-c2nc3ccccc3[nH]2)cc1NC(=O)c1ccco1	6	-24	4	-120	0	11	-42	-137	-2.4	-6	-21
Cn1ccc(C(=O)OCC(=O)c2ccccc2)n1	21	-21	-14	-47	4	-21	-12	-37	4.6	1	-25
CCC(=O)N1c2ccc(S(=O)(=O)CCC(=O)N3CCN(c4ccccc4F)CC3)cc2CC1C (stereo not given)	-3	.	19	3	-1	-9	-4	20	0.0	-4	0
COc1ccc(S(=O)(=O)N2CCC(C(=O)Nc3ccccc3N3CCCCC3)CC2)cc1OC	-20	-5	4	19	0	2	-4	22	-0.3	-5	22
COc1ccc(N=Cc2c(O)n(-c3cccc(C)n3)c(=O)c3ccccc23)c(OC)c1	-12	15	2	18	2	20	12	-3	-0.4	4	.
Cc1ccc(CNC(=O)C2=NNC(=O)CC2)cc1	-12	5	2	12	1	10	-11	-6	-1.4	3	6
CC12COC3(C(=O)Nc4ccc(Cl)cc4)CC1CCC32C (stereo not given)	8	4	-13	-6	2	3	-21	0	4.5	7	-7
O=S(=O)(c1ccc(Cl)cc1)N1CCN(Cc2ccc(O)c3ncccc23)CC1	6	64*	-2	8	4	14	6	52*	-0.6	34	88*
CCN(C(=O)COC(=O)c1ccccc1OCc1ccc(Cl)cc1)C1CCS(=O)(=O)C1 (stereo not given)	5	-9	9	9	.	3	-17	2	-2.5	1	-16
CC1(C)CN(c2ccc(-c3ccnc4ncnn34)cc2)C1=O	-45	9	6	-25	-1	0	-9	-30	0.0	-1	-4
COc1ccc2c(c1)CC/C2=N\NC(=O)c1ccccc1	-18	-29	10	-115	1	33	-58	-111	2.4	-13	-44
CCCCNC(=O)N1CCN(C(c2ccccc2)c2ccccc2)CC1	9	5	-5	21	0	6	-13	8	-0.3	3	-1
